bIAP inh = blocks bovine intestinal alkaline phosphatase activity; purified bovine IAP, CDP-star luminescence, 30 min; 190,000 tested, under 10 active; inhibition, % at 20 µM; AID 1019;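 active = over 50% inhibition of intestinal alkaline phosphatase at 20 µM in the single-dose screen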
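Assay system: bovine IAP enzyme; medium: DEA buffer 100 mM, pH 9.8, with MgCl2 1.0 mM, ZnCl2 0.02 mM; doses: 20 µM single dose; incubation: enzyme reaction for 30 min at room temperature; detection: CDP-star luminescence signal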
Efa HMGR inh = blocks class II HMG-CoA reductase of Enterococcus faecalis; purified E. faecalis HMGR, NADPH absorbance 340 nm kinetic; inhibition, % at 10 µM; hit rate 0.41% among 190,000; AID 1066;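 active = inhibition above a set limit, the median over all tested compounds plus 3 SD, cut at about 9.5% in these data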;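 note: enzyme runs in reverse so mevalonate oxidation gives rising NADPH absorbance; 0% = complete reaction with DMSO and 100% = background rate lacking mevalonate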
PPARg SRC-2 ag = agonists of SRC-2 recruitment by human PPARgamma; activation, % at 8 µM; PPARgamma LBD-SRC-2 recruitment, biochemical; hit rate 0.34% among 200,000; in the data active = activation above about 22%;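 note: 0% = vehicle and 100% = reference agonist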
Target sequence (P37231 whole entry, looked up, the tested form may be a part): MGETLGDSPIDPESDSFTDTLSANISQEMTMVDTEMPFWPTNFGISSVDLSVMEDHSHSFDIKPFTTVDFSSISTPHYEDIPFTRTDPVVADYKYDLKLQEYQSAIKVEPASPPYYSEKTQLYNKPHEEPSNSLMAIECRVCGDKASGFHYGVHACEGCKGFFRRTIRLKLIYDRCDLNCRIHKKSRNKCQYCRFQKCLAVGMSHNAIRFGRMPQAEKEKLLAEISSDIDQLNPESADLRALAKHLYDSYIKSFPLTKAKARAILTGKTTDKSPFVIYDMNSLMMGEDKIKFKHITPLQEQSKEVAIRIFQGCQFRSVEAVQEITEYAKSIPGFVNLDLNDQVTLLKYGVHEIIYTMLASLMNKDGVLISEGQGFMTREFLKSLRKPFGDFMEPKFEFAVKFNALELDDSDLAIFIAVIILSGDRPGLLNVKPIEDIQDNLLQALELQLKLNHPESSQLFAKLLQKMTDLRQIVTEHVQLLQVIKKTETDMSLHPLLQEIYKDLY
TNAP act hiacc = activators of human TNAP at high phosphate acceptor concentration. activation factor at 20 µM. P05186. 200,000 tested, under 10 active. AID 1136. purified TNAP, CDP-star luminescence, 1 M DEA, 30 min; hits give high values; 0 = EDTA background, 1 = DMSO-only activity;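 active = activation factor at least 2 at 20 µM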
Target sequence (P05186 whole entry, looked up): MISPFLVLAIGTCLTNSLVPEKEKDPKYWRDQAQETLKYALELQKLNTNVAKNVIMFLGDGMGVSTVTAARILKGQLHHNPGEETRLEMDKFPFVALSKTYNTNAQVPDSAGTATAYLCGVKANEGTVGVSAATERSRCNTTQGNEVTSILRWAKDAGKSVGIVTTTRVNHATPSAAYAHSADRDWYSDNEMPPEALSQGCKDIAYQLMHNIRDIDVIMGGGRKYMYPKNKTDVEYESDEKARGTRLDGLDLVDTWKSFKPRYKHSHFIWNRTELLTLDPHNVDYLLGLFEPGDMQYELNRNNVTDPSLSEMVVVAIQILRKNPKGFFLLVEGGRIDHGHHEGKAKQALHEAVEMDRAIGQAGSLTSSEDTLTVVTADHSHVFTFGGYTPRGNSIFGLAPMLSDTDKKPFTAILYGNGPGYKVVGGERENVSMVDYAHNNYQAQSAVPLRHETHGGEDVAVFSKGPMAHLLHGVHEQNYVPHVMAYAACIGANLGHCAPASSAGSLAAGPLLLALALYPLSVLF
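system = human TNAP | amount = enzyme diluted 1/800 final | reagent = 100 µM CDP-star substrate | signal = luminescent substrate turnover signal | dosing = one dose, 20 µM | benchmarks = EDTA negative control, DMSO positive control | measure = activation factor | timing = 30 min reaction, room temperature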
bIAP act = intestinal alkaline phosphatase (bovine) activation. purified bovine IAP, CDP-star luminescence, 30 min; hits give high values; fold of DMSO-control signal, blank-subtracted. hit rate 0.17% among 200,000. activation factor at 20 µM. AID 1016;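 active = activation factor of 2 or more at 20 µM, a signal rise over negative controls twice the positive control's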
TNAP inh no acc = blocks human TNAP activity with no phosphate acceptor present; AID 1012; P05186; inhibition, % at 20 µM; purified TNAP, CDP-star luminescence, 30 min; hit rate 0.26% among 200,000;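 active = tissue-nonspecific alkaline phosphatase inhibition above about 50% at 20 µM in the single-dose screen, limit read from the data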;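 note: 0% = DMSO negative control and 100% = EDTA positive control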
PPARg SRC3 recr = promotes SRC-3 coactivator recruitment by human PPARgamma; hit rate 0.26% among 200,000; P37231; biochemical PPARgamma/SRC-3 coactivator recruitment assay; activation, % at 8 µM; in the data active = activation above about 23%;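 note: 0% = DMSO and 100% = reference agonist; some compounds past the cut are filed as inactive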
TR-FRET SRC-2 ct = flags TR-FRET format artefacts in PPARgamma SRC-2 recruitment agonist screen; hit rate 0.4% among 200,000; TR-FRET ratio at 8 µM; TR-FRET artefact counter-screen; hits give high values; in the data active = TR-FRET ratio above about 2000; note: inactives centre near 1500
PPARg SRC-1 ag = promotes SRC-1 coactivator recruitment by human PPARgamma. hit rate 0.41% among 200,000. activation, % at 8 µM. AID 631. P37231. PPARgamma-SRC-1 coactivator recruitment biochemical assay; in the data active = activation above about 19%;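 note: 0% = DMSO and 100% = reference agonist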
TNAP inh hiacc = blocks human TNAP under high phosphate acceptor concentration; inhibition, % at 20 µM; purified TNAP, CDP-star luminescence, 1 M DEA; AID 1135; hit rate 0.03% among 200,000;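 active = over 50% inhibition of tissue-nonspecific alkaline phosphatase at 20 µM in the single-dose screen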;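 note: plate controls were DMSO wells for no effect and EDTA-quenched wells as full inhibition for full effect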
The depositor's hits bear a star; nt = no result given.

SMILES	bIAP inh	Efa HMGR inh	PPARg SRC-2 ag	TNAP act hiacc	bIAP act	TNAP inh no acc	PPARg SRC3 recr	TR-FRET SRC-2 ct	PPARg SRC-1 ag	TNAP inh hiacc
CC1CCN(CCCNC(=O)C2CCN(S(=O)(=O)N3CCCCC3)CC2)CC1	1	-1	3	1	1	2	-4	1661	0	-3
O=C(COC(=O)CC1c2ccccc2CCN1S(=O)(=O)c1ccc(F)cc1)Nc1ccccc1 (centres undefined)	-48	2	-3	1	1.5	-2	-1	1589	-2	0
COc1cc(C(C(=O)NC(C)(C)C)N(C(=O)CNC(=O)c2cccs2)c2ccc(C(C)C)cc2)cc(OC)c1OC (centres undefined)	-4	-3	5	1	1	-1	4	1651	9	-4
C=CCNC(=O)CN(c1ccc(F)cc1)S(=O)(=O)c1ccc(OC)cc1	6	-3	4	1	0.9	2	4	1503	0	-1
O=C(CCC1CCCC1)N[C@@H](Cc1ccc(O)cc1)C(=O)O	-7	2	-1	1	1.1	2	1	1440	-5	4
COc1ccc(F)cc1C(=O)C1CCCN(Cc2ccc(Sc3nncn3C)o2)C1 (centres undefined)	-5	-7	2	1.1	1.1	-12	4	1416	-4	-8
CCc1c(O)nc(SCC(=O)N2CCCCC2)n(-c2ccccc2C)c1=O	8	2	0	1	0.9	-11	-6	1393	-3	-1
CCC(=O)c1ccc(OCC(=O)N2CCc3cc(OC)c(OC)cc3C2)cc1	4	3	4	1	1	-15	-3	1577	-3	-4
COc1ccc(Nc2nc(NCc3ccco3)nc(N/N=C/c3ccccc3F)n2)cc1	27	-1	5	1	0.7	-25	-3	1591	2	-3
COC(=O)c1ccc(NC(=O)c2ccccc2NS(=O)(=O)c2ccccc2)cc1	-2	-1	2	1.1	1	-12	-5	1601	6	-6
O=C(/C=C/c1cccc([N+](=O)[O-])c1)NCCc1ccc(F)cc1	8	-3	2	1	0.9	-12	2	1408	4	-3
CCc1ccc(NC(=O)COC(=O)/C=C/c2c(C)nn(C3CCS(=O)(=O)C3)c2Cl)cc1 (centres undefined)	5	0	8	1	0.9	-11	0	1687	4	-3
N#CC(C#N)=Cc1cn(-c2ncc(C(F)(F)F)cc2Cl)c2ccccc12	10	2	-4	1	0.9	-8	-1	1537	3	-3
O=c1[nH][nH]c2cc(=O)n(-c3ccc(Cl)cc3)nc12	-15	3	7	0.8	1.1	-2	5	1560	7	16
Cc1occc1C(=O)NNC(=S)Nc1ccccc1C(F)(F)F	24	-2	2	1	0.8	-132	3	1674	4	4
COC(=O)CCNC(=O)Cn1cnc2sc3c(c2c1=O)CCCC3	1	-5	-5	1	1	-8	-1	1468	-2	2
CN(C)CCNc1nc(-c2ccco2)c2c(c1C#N)CC(C)(C)OC2	8	-6	2	1	0.9	-2	1	1499	2	-3
CC(C)CCNC(=O)c1cc(-c2ccco2)nc2ccccc12	9	6	7	1	0.9	-6	-1	1486	-3	-4
CCCCc1ccc(NC(=S)Nc2cccnc2)cc1	50	2	1	1	0.5	-2	-1	1538	1	1
CCOc1ccc(OCC)c(S(=O)(=O)N2CCCCC2C)c1 (centres undefined)	2	2	4	1.1	1	-13	10	1552	8	-6
CCC(C)c1ccc(NC(=S)Nc2ccc(OC)c(OC)c2)cc1 (centres undefined)	6	0	7	1	0.9	-11	10	1669	-1	-2
COc1ccc(Br)cc1S(=O)(=O)N1CCOCC1	6	3	7	1	0.9	-6	-9	1713	3	-1
Cc1ccc(-n2ncc3c(=O)n(-c4ccc(C)c(C)c4)c(C)nc32)cc1	8	1	-5	1	0.9	-13	-4	1452	2	-3
S=C(Nc1ccccc1)N1CCN(c2ccccn2)CC1	-5	0	-4	1	1	-10	5	1591	-4	-3
N#CC1=C(N)SC(N)=C(C#N)C1c1c(Cl)cccc1Cl	11	-11	12	1	0.9	-36	6	1806	12	1

Looked up by compound from the list above:
SMILES	bIAP inh	Efa HMGR inh	PPARg SRC-2 ag	TNAP act hiacc	bIAP act	TNAP inh no acc	PPARg SRC3 recr	TR-FRET SRC-2 ct	PPARg SRC-1 ag	TNAP inh hiacc
O=C(/C=C/c1cccc([N+](=O)[O-])c1)NCCc1ccc(F)cc1	8	-3	2	1	0.9	-12	2	1408	4	-3
CC1CCN(CCCNC(=O)C2CCN(S(=O)(=O)N3CCCCC3)CC2)CC1	1	-1	3	1	1	2	-4	1661	0	-3
CN(C)CCNc1nc(-c2ccco2)c2c(c1C#N)CC(C)(C)OC2	8	-6	2	1	0.9	-2	1	1499	2	-3
CCC(=O)c1ccc(OCC(=O)N2CCc3cc(OC)c(OC)cc3C2)cc1	4	3	4	1	1	-15	-3	1577	-3	-4
COc1cc(C(C(=O)NC(C)(C)C)N(C(=O)CNC(=O)c2cccs2)c2ccc(C(C)C)cc2)cc(OC)c1OC (centres undefined)	-4	-3	5	1	1	-1	4	1651	9	-4

Further structures
SMILES	bIAP inh	Efa HMGR inh	PPARg SRC-2 ag	TNAP act hiacc	bIAP act	TNAP inh no acc	PPARg SRC3 recr	TR-FRET SRC-2 ct	PPARg SRC-1 ag	TNAP inh hiacc
Cc1c(C)c2ccc(OCC(=O)N3CCOCC3)c(C)c2oc1=O	7	2	7	1	0.9	-10	1	1668	1	2
COc1ccc(OC)c(S(=O)(=O)N2CCC(C(=O)NCc3ccccc3OC)CC2)c1	-21	-2	-1	1.1	1.2	-10	9	1558	3	-6
Cc1cc(C)c(NC(=O)c2cnn(C)c2)c(C)c1	3	-4	8	1	1	-10	2	1599	5	-1
COCCCNC(=O)CN(CCc1ccccc1)S(=O)(=O)c1ccccc1	-4	-3	6	1.1	1	-11	5	1576	8	-8
COCCNC(=O)/C(C#N)=C\c1ccc(CNC(=O)C(=O)Nc2ccc(C)c(C)c2)o1	-6	2	-1	1	1.1	-3	1	1489	7	-2
Cc1ccc(C)c(N2CCN(C(=O)CC3Sc4ccccc4NC3=O)CC2)c1 (centres undefined)	2	0	5	1	1	-8	-4	1545	-2	-4
O=C(NCc1cccnc1)c1noc2c1CCCCC2	7	3	-2	1	0.9	-6	-8	1428	6	-3
COc1ccc(CCNC(=O)C2CC(c3ccc([N+](=O)[O-])cc3)=NO2)cc1 (centres undefined)	0	-2	-5	1	1	0	9	1744	-1	-4
c1ccc(-c2onc3cc4c(cc23)OCCO4)cc1	40	-2	3	1	0.6	-3	2	1477	6	1
Cc1nc2c(C#N)cnn2c2c1CCN2CC1CCCO1 (centres undefined)	-6	2	7	1	1.1	-6	8	1695	2	2
Fc1ccc(-c2n[nH]c(=S)n2-c2ccc3c(c2)OCCO3)cc1	15	-3	19	1	0.9	-8	20	1992*	19	-2
COc1ccc(Cl)cc1NC(=O)CCn1cnc2ccccc2c1=O	2	9	-8	1	1	-5	-11	1558	-2	-3
Cc1ccc(N=C(c2cccs2)N2CCOCC2)cc1	-4	-2	2	1	1	-5	-2	1446	6	1
Cc1cc(C)c(C(=O)CSc2nnc(C)c(=O)[nH]2)cc1C	0	-1	9	1	1	-4	-4	1635	8	1
N#Cc1ccc(Cl)cc1NC(=O)COC(=O)[C@H](CCC(N)=O)NC(=O)c1ccc(F)cc1	13	-3	-2	1	0.9	-1	2	1492	4	0
CN(C)C(=N)c1n[nH]nc1SCc1ccc(Cl)c(Cl)c1	1	0	-2	1	1	-3	3	1503	-5	1
CCCC1=C(C(=O)OCC)C(c2ccc(O)cc2)n2ncnc2N1 (centres undefined)	6	1	10	1	0.9	-8	4	1651	1	-2
O=C(CNS(=O)(=O)c1cccc(Cl)c1)OCc1csc(-c2ccccc2)n1	12	-4	1	1	0.9	3	3	1485	6	-4
Cn1c(=O)c2ncn(CC(=O)Nc3ccc4c5c(cccc35)CC4)c2n(C)c1=O	8	-1	-2	1	0.9	-13	-11	1432	0	-2
O=c1[nH]c2cc3c(cc2cc1CN(Cc1nnnn1C1CCCC1)C1CCCC1)OCCO3	21	-2	5	1	0.8	-12	-2	1617	6	-5
COc1ccc(Cn2c(C)nc([N+](=O)[O-])c2SCC(=O)O)cc1[N+](=O)[O-]	7	3	-4	1	0.9	-8	3	1405	-3	-4
CCCC12CN(C(=O)c3ccc(OC)cc3)CC(C)(CN(C(=O)c3ccc(OC)cc3)C1)C2=O	1	0	11	1	1	-16	11	1553	0	-4
COc1cccc(C2=CC(c3ccccc3)n3ncnc3N2)c1 (centres undefined)	-7	0	-3	1	1.1	-6	6	1761	8	-2
O=c1nc(N2CCCCC2)nc(Nc2ccccc2)[nH]1	-6	-3	5	1	1.1	0	4	1523	2	0
COc1ccccc1C(=O)Nc1cccc(N(C)S(C)(=O)=O)c1	2	-1	4	1	1	-3	-3	1523	1	1

(next part)
SMILES	bIAP inh	Efa HMGR inh	PPARg SRC-2 ag	TNAP act hiacc	bIAP act	TNAP inh no acc	PPARg SRC3 recr	TR-FRET SRC-2 ct	PPARg SRC-1 ag	TNAP inh hiacc
C(=N\Nc1ncnc2sc3c(c12)CCC3)/c1ccncc1	5	-2	5	1	1	14	16	1531	2	0
O=C(COC(=O)c1ccccc1Br)Nc1ccccc1F	14	1	4	1	0.9	-5	3	1728	3	1
COc1cc2nc(C3CCC3)n(NC(=O)C3CCCC(OC)C3)c(=O)c2cc1OC (centres undefined)	3	0	nt	1	1	-9	nt	nt	nt	-2
Cc1ccc(S(=O)(=O)Oc2ccc(/C=N/NC(=O)c3nn(C)cc3Cl)cc2)cc1	15	-3	12	1	0.9	4	13	1516	2	-4
CCOC(=O)c1cn(CC)c2cc(Cl)c([N+](=O)[O-])cc2c1=O	-4	-5	8	1	1	-1	2	1810	-1	0
CC(C)(C)c1ccc(C(=O)CSc2n[nH]c(=O)[nH]c2=O)cc1	9	0	7	0.9	0.9	-14	5	1430	3	6
O=C(COC(=O)c1ccc(S(=O)(=O)N2CCOCC2)cc1)NCc1cccs1	5	-1	-4	1	0.9	-4	1	1540	0	0
CC1(C)CC(=O)C2=C(C1)N(Cc1ccco1)C(=O)C2(O)C(F)(F)F (centres undefined)	4	-2	5	1	1	1	5	1585	4	-1
CCOc1ccc(N2CC(C(=O)NCc3ccccc3)CC2=O)cc1 (centres undefined)	-6	-1	3	1	1.1	-11	4	1519	-8	-1
O=C(Nc1ccc(-c2nc3ccccc3[nH]2)cc1)c1ccco1	-5	3	6	1	1.1	-7	-4	1463	2	3
CC1=C(OC(=O)c2ccccc2)C(C)(C)C(c2ccc(Br)cc2)OC1=O (centres undefined)	16	-3	4	1	0.8	-2	2	1405	7	-1
Cc1ccc(Cl)cc1N1CCN(Cc2cc(=O)n3ccsc3n2)CC1	-4	-8	2	1	1	8	1	1630	-4	-4
CCOC(=O)c1ccc(NC(=O)Nc2ccc(OC)c(OC)c2)cc1	3	-9	7	1.1	1	-20	2	1537	14	-7
O=c1cc[nH]c2cc(Cl)ccc12	9	-3	2	1	0.9	-6	0	1525	6	4
COc1ccc(C)cc1S(=O)(=O)NC1CCCCC1C (centres undefined)	12	-1	5	1	0.9	-6	2	1467	0	-2
O=C(NCCn1ccc2ccccc21)c1ccc2c(c1)OCO2	23	-5	4	1	0.8	-11	8	1639	11	-1
CC(=O)Nc1cccc(NC(=O)c2cc(-c3cccnc3)nc3ccc(Br)cc23)c1	4	-4	-5	1	1	6	-12	1508	-7	-3
CCCCCOC(=O)CC(C(=O)OCCCCC)N1CCCCC1 (centres undefined)	-1	-12	-7	1	1	-9	3	1529	0	-1
CC1(c2ccc3noc(-c4cccc(F)c4)c3c2)OCCO1	-21	-1	1	1	1.2	-3	6	1549	5	2

Source: PubChem (several laboratories)
